IL1B cytotox: HUVEC cytotoxicity counter-screen, IL-1B stimulated; HUVEC cell count loss, Hoechst imaging; cell count reduction, % at 2 µM; 94,000 compounds, 0.41% hits; AID 845;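 active = cell count reduction more than 3 SD above the screen-wide mean, cut at about 70% in these data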;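 also: normalized per plate to untreated control cells as the no-loss baseline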
VCAM1 TNFa inh: reduces TNF alpha induced VCAM1 expression in HUVEC. 95,000 compounds, 0.48% hits. HUVEC TNFa-induced VCAM-1 immunofluorescence, high-content imaging. inhibition, % at 2 µM;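 active = inhibition above the batch mean plus 3 SD, with images confirmed as a hit by eye, cut at about 37% in these data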;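 also: 0% = TNF-stimulated DMSO wells and 100% = unstimulated control wells; not every result past the cut was called active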
Smad3 inh: inhibitors of human Smad3 transcription factor binding. P84022. TR-FRET Smad3/Dy647-FoxH1 peptide binding, europium anti-His. inhibition, % at 25 µM. 88,000 compounds, 0.29% hits. AID 630;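 active = compounds that reduce the energy-transfer binding signal between the protein and its labelled peptide by more than half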;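 also: 0% = Smad3 plus labelled peptide maximal FRET and 100% = peptide-only background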
MT1-MMP txn act: activates MT1-MMP transcription; HT1080 MT1-MMP promoter luciferase reporter, luminescence, overnight; hits give high values; activation factor at 10 µM; 86,000 compounds, 0.16% hits; AID 750;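 active = activation factor of at least 2 for MT1-MMP transcription at 10 µM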
F-actin modifier: cytoskeleton assembly modification; HUVEC TNFa F-actin phalloidin imaging, high content; inhibition, % at 2 µM; 91,000 compounds, 0.18% hits;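 active = inhibition above the batch mean plus 3 SD and confirmed as a hit by visual image inspection, cut at about 30% in these data, passing the limit was not always enough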; also: strong numbers were not always called active
Calb biofilm kill: kills Candida albicans biofilms | inhibition, % at 6 µM | AID 834 | 85,000 compounds, 0.14% hits | C. albicans biofilm + clotrimazole, Alamar Blue;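 active = inhibition above 20%; inactive = inhibition below 20%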;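 also: preformed 24 hr biofilms exposed to compound for 48 hr; 0% = biofilm without compound and 100% = blank killed by clotrimazole plus chlorhexidine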
hDAT+cocaine: modulates human dopamine transporter uptake under cocaine; LLC-PK1 hDAT cells, [14C]-dopamine uptake with cocaine IC80; actives deviate in either direction; B-score at 10 µM; 110,000 compounds, 1.3% hits;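 active = Z score or B-score, a plate-position-corrected score, falls beyond the plate's 99.7% confidence bounds, in either direction; inactive = both scores lie inside the 99.7% bounds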;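 also: scored against the spread of the other compound wells on the same plate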
HUVEC tox TNFa: HUVEC cytotoxicity counter-screen, TNF alpha stimulated. HUVEC TNFalpha-stimulated, Hoechst cell count, imaging. cell count reduction, % at 2 µM. 93,000 compounds, 0.17% hits. AID 848;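 active = cell count reduction exceeding the screen mean by over 5 SD, scaled to untreated wells per plate, cut at about 78% in these data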;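 also: cells counted after 24 h of TNF alpha exposure following the 1 h pretreatment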
LYP inh 2: blocks human PTPN22 phosphatase activity | recombinant LYP catalytic domain, DiFMUP fluorescence | 96,000 compounds, 0.21% hits | inhibition, % at 2 µM | AID 640 | Q9Y2R2;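 active = inhibition at 2 µM at or above a set limit, the screen mean plus 3 SD, cut at about 24% in these data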;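 also: 0% = DMSO with enzyme and 100% = enzyme fully blocked by orthovanadate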
Target sequence (Q9Y2R2 whole entry, looked up, the tested form may be a part): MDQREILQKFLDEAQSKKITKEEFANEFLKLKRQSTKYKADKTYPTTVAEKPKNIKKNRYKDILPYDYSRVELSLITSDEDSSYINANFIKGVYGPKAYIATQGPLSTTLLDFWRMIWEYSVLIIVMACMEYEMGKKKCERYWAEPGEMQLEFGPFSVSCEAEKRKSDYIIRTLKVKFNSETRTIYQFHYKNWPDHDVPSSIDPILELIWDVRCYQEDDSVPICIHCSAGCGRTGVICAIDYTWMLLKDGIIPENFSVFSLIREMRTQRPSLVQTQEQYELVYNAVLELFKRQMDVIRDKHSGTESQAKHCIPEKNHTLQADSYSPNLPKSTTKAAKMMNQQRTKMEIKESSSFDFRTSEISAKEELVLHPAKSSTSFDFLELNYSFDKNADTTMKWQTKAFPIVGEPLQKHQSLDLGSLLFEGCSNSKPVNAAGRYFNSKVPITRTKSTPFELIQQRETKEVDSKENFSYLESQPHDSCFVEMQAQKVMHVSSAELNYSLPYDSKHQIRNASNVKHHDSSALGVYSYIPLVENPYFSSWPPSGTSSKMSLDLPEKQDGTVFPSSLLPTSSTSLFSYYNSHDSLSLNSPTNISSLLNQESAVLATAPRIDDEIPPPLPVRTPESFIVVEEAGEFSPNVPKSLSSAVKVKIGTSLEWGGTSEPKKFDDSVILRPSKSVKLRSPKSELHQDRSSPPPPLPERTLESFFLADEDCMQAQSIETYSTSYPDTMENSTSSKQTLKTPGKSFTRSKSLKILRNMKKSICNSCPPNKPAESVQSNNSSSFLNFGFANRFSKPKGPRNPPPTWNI
The depositor's hits bear a star; x = no result given; [ ] = another dose, or the depositor's remark.

SMILES	IL1B cytotox	VCAM1 TNFa inh	Smad3 inh	MT1-MMP txn act	F-actin modifier	Calb biofilm kill	hDAT+cocaine	HUVEC tox TNFa	LYP inh 2
O=C(NCc1ccco1)c1cccc(NC(=O)c2ccco2)c1	-38	14	8	x	-3	7	-0.68	-16	3
O=C(CCc1ccccc1)NCc1cccnc1	-14	5	-5	1	6	2	1.8	11	-2
Cc1ccc(NCC(=O)N/N=C/c2ccc(OC(=O)c3ccco3)cc2)cc1	4	0	x	x	5	x	-0.72	x	4
CS(=O)(=O)N1CCN(C(=O)c2ccncc2)CC1	-23	-12	0	1.1	-9	7	0.11	-29	1
Cc1cc(NC(=O)CN2CCN(S(=O)(=O)c3ccc(Cl)cc3)CC2)no1	-14	3	x	x	-14	x	-0.28	-12	-6
O=C(Nc1ccccc1N1CCN(C(=O)c2ccccc2)CC1)c1cc2ccccc2o1	-36	27	-5	1.4	0	2	0.0062	-16	12
COc1ccc2cc3cc(C(=O)Nc4ccc5c(c4)OCCO5)oc3nc2c1	4	12	-8	1.1	11	7	-0.66	-19	-28
O=C1c2ccccc2C2NC(=O)C3(CCCCC3)N12 (stereo unspecified)	x	x	8	1	x	11	-0.5	x	x
Cc1cc2ncn(-c3ncnc4sc5c(c34)CCC(C)C5)c2cc1C (stereo unspecified)	14	-24	x	x	10	x	x	9	-1
CC1=C(C#N)CCC(=O)N1Cc1c(C)cc(C)cc1C	4	-2	x	x	-69	x	0.4	4	8
CCCOC(=O)C1=C(C)NC2=C(C(=O)CCC2)C1c1cccs1 (stereo unspecified)	-106	4	0	1.1	5	4	-0.31	-14	7
CCOC(=O)c1c(NC(=O)C2CCN(S(=O)(=O)c3cccs3)CC2)sc(C)c1C	2	0	-3	0.9	50	-2	-0.2	-37	16
O=C(c1ccc(CNS(=O)(=O)c2cccc(C(F)(F)F)c2)cc1)N1CCOCC1	1	41	4	1	-6	1	x	x	7
COc1ccc2c(c1)nc(SCC(=O)C(C)(C)C)n2C	-1	4	x	x	26	x	1.1	-2	7
CSc1nc(Oc2cccc(C(F)(F)F)c2)cc(C(F)(F)F)n1	8	8	x	x	-4	x	-0.43	-8	3
Cc1ccc(CNC(=O)C2CC(c3ccc([N+](=O)[O-])cc3)=NO2)cc1 (stereo unspecified)	-1	-3	x	x	12	x	-0.69	-4	7
Cc1nnc(SCc2cc(=O)[nH]c(N3CCCCC3)n2)s1	5	31	7	0.8	-14	4	0.42	-22	-4
Cc1ccc(NC(=O)CSCCc2ccccn2)nc1	44	11	2	1.1	1	-3	0.34	30	-2
CCCCOc1ccc(N2C(=O)CC(N(O)c3ccccc3)C2=O)cc1 (stereo unspecified)	-22	5	5	1.2	-1	6	1.6	-25	1
COc1cccc(S(=O)(=O)N2CCOCC2)c1	-2	1	-14	1.1	-4	2	0.12	-6	9
O=C(NCc1ccco1)C1CCCN(S(=O)(=O)c2cccc3cccnc23)C1 (stereo unspecified)	-2	-4	9	1.1	-4	9	1.3	-28	-1
Cc1ccccc1NC(=O)CSc1nc(N)c(C#N)c(-c2cccs2)c1C#N	-18	13	29[fluorescence artefact?]	0.9	-4	5	0.077	-31	-2
COc1cccc2cc(-c3nnc(SCC(=O)Nc4nc(C)cs4)n3C)oc12	26	34	1	1.1	1	3	0.69	-11	3
O=C(CSc1nnc(C2CC2)n1-c1ccccc1)NCCc1ccccc1	-14	2	x	x	15	x	-0.018	-9	6
COc1nc(N2CCCCCC2)nc(N2CCCCCC2)n1	16	6	-7	1.1	-16	3	-0.22	-5	-2
O=c1[nH]cnc2scc(-c3ccc(-c4ccccc4)cc3)c12	34	2	-2	1.1	-9	-1	-0.0037	5	6
O=C(CN(CCO)c1ccccc1)NC12CC3CC(CC(C3)C1)C2	-17	-1	4	1.3	-4	2	-0.69	-3	-4
CCOC(=O)c1[nH]c2ccc(OC)cc2c1NC(=O)NC(C)C	-32	-4	13	1.1	-58	8	-0.98	6	15
CCn1cnc2c1c(=O)n(Cc1nnc3n1-c1ccccc1SC3)c(=O)n2Cc1ccccc1	-25	-2	17[fluorescence artefact?]	1.1	6	4	1.1	-26	-15
Nc1c(NCCN2CCOCC2)c2ccccc2oc1=O	-6	7	6	1.4	1	0	-0.54	-33	-8

Profiles, quoted from the list. Order of screens: IL1B cytotox | VCAM1 TNFa inh | Smad3 inh | MT1-MMP txn act | F-actin modifier | Calb biofilm kill | hDAT+cocaine | HUVEC tox TNFa | LYP inh 2
`Cc1ccc(NC(=O)CSCCc2ccccn2)nc1` is listed with 44 | 11 | 2 | 1.1 | 1 | -3 | 0.34 | 30 | -2
`O=C(NCc1ccco1)C1CCCN(S(=O)(=O)c2cccc3cccnc23)C1` (stereo unspecified) is listed with -2 | -4 | 9 | 1.1 | -4 | 9 | 1.3 | -28 | -1

(cont.)
SMILES	IL1B cytotox	VCAM1 TNFa inh	Smad3 inh	MT1-MMP txn act	F-actin modifier	Calb biofilm kill	hDAT+cocaine	HUVEC tox TNFa	LYP inh 2
O=C(Cc1ccccc1)N1CCC(C(=O)N2CCN(c3ccc(F)cc3)CC2)CC1	2	12	x	1.1	0	x	0.65	-13	-5
CNC(=O)c1ccc(-c2sc3nc(N4CCOCC4)c4c(c3c2N)CC(C)(C)OC4)o1	-12	0	-13	1	10	4	0.47	-6	-4
COc1ccc(NC(=O)CSc2nnc(-c3ccccc3C)n2N)cc1OC	-6	10	3	1.1	-6	-8	0.18	-34	-22
Nc1n[nH]c2c1C1(CCCC1)Cc1ccccc1-2	-20	9	-5	1.1	x	10	-0.87	7	8
COC(=O)c1ccc(OC(=O)c2nn(C)cc2Cl)c(OC)c1	x	x	6	1.1	x	8	0.37	x	x
O=C(NCC1CCCO1)C(C(=O)c1ccccc1)n1cc(Cl)ccc1=O (stereo unspecified)	-12	2	-1	1.4	-5	7	0.12	-28	-10
CCOc1ccc(Br)cc1CC(=O)O	-14	14	-4	1	-1	6	-0.56	-1	0
Cc1cc(N(C)C)nc(SC(C)C)n1	6	-4	3	1.3	-3	3	0.35	-3	12
Fc1ccc(C2NC(=S)NC3=C2N2CCC3CC2)cc1 (stereo unspecified)	8	-8	-7	1.2	9	-3	-0.012	-1	0
CC(=O)CCC(=O)NCCc1ccccc1F	33	7	-8	1.2	23	8	-0.78	-10	-2
O=C1CCC(=O)N1CCCCCc1nc(-c2ccccc2)no1	-30	-7	2	1.4	-12	6	0.078	2	2
CCOc1ccccc1C(=O)Nc1cc(Cl)ccc1O	12	-22	8	1.2	-12	8	-1	0	12
CCC(=O)N1c2ccccc2-c2nnc(SC)nc2OC1c1ccc(OC)c(OC)c1 (stereo unspecified)	4	10	-3	1.2	-10	-3	0.76	-10	-5
COc1ccc(N2CCn3c2nc2c3c(=O)n(CCCc3ccccc3)c(=O)n2C)c(OC)c1	9	13	-2	1	27	0	-0.066	21	10
O=C(c1ccc(=O)oc1)N1CCCc2ccccc21	-9	19	-8	1.6	-10	9	-0.56	-37	2
CCOC(=O)N1CCN(S(=O)(=O)c2ccc3c(c2)oc(=O)n3C)CC1	0	-4	-5	1.2	-1	8	-0.34	-21	-7
COc1cccc(NC(=O)c2cccnc2)c1	-15	6	-5	1.2	-48	7	0.078	-10	1
COc1ccc2[nH]c(C)c(C(=O)CN3CCN(C/C=C/c4ccccc4)CC3)c2c1	x	-11	-14	1	-8	2	-1.5	4	-9
c1coc(CNC2CCCCC2)c1	18	-11	5	1	1	5	-0.0034	-26	-1
O=C1Nc2c(c(=O)[nH]c(=O)n2-c2ccccc2F)C(C(F)(F)F)(C(F)(F)F)N1	2	-31	-5	1	-14	2	-0.084	-7	5
Cc1ccc(Cn2cc(SCC(=O)Nc3nccs3)c3ccccc32)cc1	0	-12	-3	x	-8	7	-0.38	-4	8
O=C(c1ccc(F)cc1)N1C2CCC1CC(O)(c1ccc(F)cc1)C2 (stereo unspecified)	-5	2	-10	1.1	10	-3	0.059	0	6
COCc1[nH]nc2c1C(c1c(F)cccc1Cl)C(C#N)=C(N)O2 (stereo unspecified)	18	1	-3	1	-29	5	-1.2	3	5
COc1ccc(-n2c(SCC(N)=O)nnc2-c2ccccc2F)cc1	-35	4	x	1	-17	x	0.15	13	-7
CN(CC(=O)Nc1ccncc1)S(=O)(=O)c1ccc(Br)cc1	17	1	-3	1.2	24	4	-0.27	-46	11
CCOc1ccc(C2C(C(=O)c3ccco3)=C(O)C(=O)N2CCCn2ccnc2)cc1 (stereo unspecified)	-210	22	2	1.3	-8	9	0.61	-7	-2
CC(=O)NC(=S)Nc1ccc(-c2nc3ccc(C)cc3s2)cc1	-2	18	x	x	-36	x	-0.47	-12	-1
Cc1ccc(NC(=O)/C(C#N)=C/c2cccs2)c(C)c1	-6	1	-1	1.7	9	3	-0.48	8	15
COc1ccc2[nH]cc(C(=O)N3CCCCC3)c(=O)c2c1	-22	-5	4	1.2	-8	1	0.1	-22	-2
Cc1ccc(Cn2c(-c3nonc3N)nc3ccccc32)cc1	-17	17	x	x	-114	x	0.09	-15	0
CC1CCN(CC(C)CNC(=O)c2cc(-c3ccccn3)nc3ccccc23)CC1 (stereo unspecified)	6	4	2	1.1	-21	9	-0.23	25	4
CCNc1nc(OC)nc(Oc2ccc(=O)n(-c3ccccc3)n2)n1	-36	17	-8	1.3	-2	8	0.29	3	-13
N#C/C(C(=O)NCc1ccco1)=C1/SC(Cc2ccc(Cl)cc2)C(=O)N1c1ccccc1 (stereo unspecified)	2	-15	4	1.2	-6	3	0.41	-8	-5
CCOC(=O)CNC(=O)c1sc2nc(C)cc(C)c2c1N	0	-7	8	1.2	-12	8	-0.92	-6	-9
CNC(=S)Nc1cc(OC)ccc1OC	-19	6	x	x	0	x	0.92	-14	5
Cc1ccc(Cl)cc1N1CCN(C(=O)C2CCN(S(=O)(=O)c3c(C)nn(C)c3C)CC2)CC1	-6	-6	2	1	12	8	-0.41	-39	10

Structures above that contain a thiophene ring, fused or not:
SMILES	IL1B cytotox	VCAM1 TNFa inh	Smad3 inh	MT1-MMP txn act	F-actin modifier	Calb biofilm kill	hDAT+cocaine	HUVEC tox TNFa	LYP inh 2
Cc1cc2ncn(-c3ncnc4sc5c(c34)CCC(C)C5)c2cc1C (stereo unspecified)	14	-24	x	x	10	x	x	9	-1
CCCOC(=O)C1=C(C)NC2=C(C(=O)CCC2)C1c1cccs1 (stereo unspecified)	-106	4	0	1.1	5	4	-0.31	-14	7
CCOC(=O)c1c(NC(=O)C2CCN(S(=O)(=O)c3cccs3)CC2)sc(C)c1C	2	0	-3	0.9	50	-2	-0.2	-37	16
Cc1ccccc1NC(=O)CSc1nc(N)c(C#N)c(-c2cccs2)c1C#N	-18	13	29[fluorescence artefact?]	0.9	-4	5	0.077	-31	-2
O=c1[nH]cnc2scc(-c3ccc(-c4ccccc4)cc3)c12	34	2	-2	1.1	-9	-1	-0.0037	5	6
CNC(=O)c1ccc(-c2sc3nc(N4CCOCC4)c4c(c3c2N)CC(C)(C)OC4)o1	-12	0	-13	1	10	4	0.47	-6	-4
Cc1ccc(NC(=O)/C(C#N)=C/c2cccs2)c(C)c1	-6	1	-1	1.7	9	3	-0.48	8	15
CCOC(=O)CNC(=O)c1sc2nc(C)cc(C)c2c1N	0	-7	8	1.2	-12	8	-0.92	-6	-9

Source: PubChem BioAssay (several laboratories)

This is a subset; the hit share may differ from the screen's.
